# KCNH2 3.1 block: inhibitors of human KCNH2 3.1 potassium channel isoform; activity change, % (tested at about 1.8 µM); 340,000 tested, 0.95% active; U2OS KCNH2 3.1, thallium flux FluxOr; active compounds read low;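 active = maximum activity change below -70%; inconclusive = maximum activity change from -70% to -50%; inactive = maximum activity change above -50%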;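 note: thallium influx rate constant from kinetic fluorescence after stimulation buffer; % is set by controls: 0 for no effect and ±100 for the full control effect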
#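 Channel expression came from 3.1 mutant virus (1.77 x 10^8 /mL) applied to suspended U2OS cells for 4 h. Flux was tracked with FluxOr dye plus Red40 quencher, and kinetic rate constants normalized to controls.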
# KCNH2 WT inh: KCNH2 (human, wildtype) channel inhibition | Q12809 | U2OS, BacMam KCNH2, thallium flux FluxOr; active compounds read low | activity change, % at 1.84 µM | 340,000 tested, 0.37% active;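 active = maximum activity change below -70%; inconclusive = maximum activity change between -70% and -50%; inactive = maximum activity change above -50%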; note: % is set by controls: 0 for no effect and ±100 for the full control effect
#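 U2OS cells were transduced with wild-type KCNH2 virus (2.03 x 10^8 / mL) for 4 h at room temperature, then cultured overnight at 37 C. Thallium flux was read with FluxOr dye. Rate constants were normalized to DMSO controls.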
# a7 integrin act: integrin-mediated muscular dystrophy alleviation activation; alpha7betagal myoblasts, beta-gal FDG fluorescence, 48 h; Potency, µM (highest dose often 38.3 µM), without a hit: at the top dose activation, actives largely listed as activators; 350,000 tested, 0.064% active;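 note: potency is the fitted concentration of half-maximal effect; 100% = response of the positive control SU9516; nearly all actives have a fitted effect of over 60% in size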
#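 Alpha7betagal+/- myoblasts (passage 13) were plated 16-24 hr, then exposed to compounds (1:260 dilution of DMSO stock) for 48 hours at 37C. After MPER lysis, β-galactosidase reporter activity was read as FDG fluorescence (ex 480/em 540) after 30 minutes.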
# TRPV1 agonist: agonists of human vanilloid receptor 1 (TRPV1); AID 540275; TRPV1-expressing cells, Fluo-8 calcium influx, agonist mode; Q8NER1; activation, % at 8.33 µM; 320,000 tested, 0.19% active; in the data active = activation above about 80%; inconclusive = between about 30% and that limit; note: 0% is about no effect
#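 Cells expressing TRPV1 were dye-loaded with Fluo-8 and read kinetically: 10 s baseline, 3 min after compound (agonist portion), then 2 min after EC20 capsaicin (allosteric enhancer portion). Calcium-bound dye fluorescence at 480/520 nm.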
# CXXC DNA block: MLL CXXC-DNA interaction inhibition | Q03164 | MLL-CXXC / FITC-HOXA9 DNA fluorescence polarization | Potency, µM (top dose mostly 115 µM), inactives show at the highest dose activity change, negative = inhibition, hits mostly inhibitors | 290,000 tested, 0.037% active; active = well fitted inhibition curve with a large enough effect in the polarisation, with a control signal flat, not every such curve was filed as active; inconclusive = small, poorly fitted or top-dose-only effect, or effect the other way, or a change in a side signal; inactive = no such curve, though single readings can be large or run the other way; the % refers to the polarisation; note: potency is the fitted concentration of half-maximal effect
#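 Steps: dispense CXXC domain solution (7 uM) → pin compounds or unlabeled HOX-A9 DNA control → 5 min ambient → add FLSN-HOX-A9 solution (50 nM) → spin → 30 min ambient → fluorescence polarization. Tris pH 7.5/NaCl/DTT/BSA buffer.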
# ASM inhibitor: human S-ASM enzyme inhibition; Potency, µM (doses to about 57.5 µM), for inactives: at the highest dose activity change, negative = inhibition, usual class: inhibitors; P17405; 340,000 tested, 0.006% active; placental ASM, HMU-PC fluorogenic substrate, 60 min; note: potency is the fitted concentration of half-maximal effect
# Target sequence (P17405 47-631 limits assumed): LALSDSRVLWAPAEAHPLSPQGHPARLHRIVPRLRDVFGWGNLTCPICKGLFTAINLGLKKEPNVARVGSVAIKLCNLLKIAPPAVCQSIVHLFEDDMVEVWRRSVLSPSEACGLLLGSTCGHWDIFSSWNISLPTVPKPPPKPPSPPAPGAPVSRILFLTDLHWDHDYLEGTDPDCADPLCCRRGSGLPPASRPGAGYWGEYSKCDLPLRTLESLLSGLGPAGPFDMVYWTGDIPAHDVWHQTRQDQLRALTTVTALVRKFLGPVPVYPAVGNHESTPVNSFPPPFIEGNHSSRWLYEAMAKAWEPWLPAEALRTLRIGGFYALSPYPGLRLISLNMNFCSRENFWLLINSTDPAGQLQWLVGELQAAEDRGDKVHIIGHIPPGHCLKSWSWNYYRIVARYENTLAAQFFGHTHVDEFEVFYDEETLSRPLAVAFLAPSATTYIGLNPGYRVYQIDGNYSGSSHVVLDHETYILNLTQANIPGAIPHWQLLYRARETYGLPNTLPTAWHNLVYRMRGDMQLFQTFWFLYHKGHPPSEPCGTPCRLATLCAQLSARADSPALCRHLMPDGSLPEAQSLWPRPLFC
#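 Human placenta-derived ASM preincubated with compound 10 min at room temperature, then reacted with 9 uM (final) fluorogenic HMU-PC substrate for 60 min at 37 C. Stop solution raises pH to 10; fluorescence read at Ex 386/Em 447 nm.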
# A-T KAP1 phos: potential ataxia-telangiectasia treatments restoring KAP-1 phosphorylation. […] A-T fibroblasts, KAP-1 phosphorylation AlphaLISA; neocarzinostatin DNA damage 30 min before lysis. Potency, µM (doses to about 57.5 µM), for the others: top-dose activation, hits mostly activators. 320,000 tested, 0.19% active. AID 485349; note: potency is the fitted concentration of half-maximal effect; % of control where 0% means no effect; nearly all actives have a fitted effect of over 45% in size
#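 hTERT-immortalized A-T patient fibroblasts ([…]), 500 cells/well in OPTI-MEM, 1% FBS, got compounds for 60 min, then NCS for 30 min at 37C. Lysates were then assayed for phospho-KAP-1 by AlphaLISA (anti-pKAP1 donor, anti-KAP1 acceptor beads), 6 hr at 25C.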
# FBPA coupling cs: counter-screen for Giardia aldolase inhibitors: coupling enzyme system. activity change, negative = inhibition, % at 58.2 µM, hits read low. 290,000 tested, 0.67% active. coupling enzyme system counterscreen, AmpLite Red fluorescence; in the data active = activity change below about -30%; note: % is set by controls: 0 for no effect and ±100 for the full control effect
#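 Final compound at 57.5 uM, incubated 10 min at RT with coupling enzyme reagent (glyceraldehyde-3-phosphate), then 20 min with substrate and AmpLite Red detection. Fluorescence read at 525/598 nm; tests interference with the coupling assay, not aldolase inhibition.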
# MBNL1-CUG inh: blocks human MBNL1 binding to CUG repeat RNA | Q9NR56 | TR-FRET MBNL1-His/biotin-(CUG)12 binding, 665/545 ratio | Potency, µM (titrated, usually from 57.5 µM), for the others: at the highest dose activity change, negative = inhibition, usual class: inhibitors | 280,000 tested, 0.036% active | AID 2675; active = well fitted inhibition curve with a large enough effect in the signal ratio, with a control signal flat, not every such curve was filed as active; inconclusive = small, poorly fitted or top-dose-only effect, or effect the other way, or a change in a side signal; inactive = no such curve, though single readings can be large or run the other way; the % refers to the signal ratio; note: potency is the fitted concentration of half-maximal effect; % is set by controls: 0 for no effect and ±100 for the full control effect
#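 Inhibition of protein-RNA binding appears as loss of TR-FRET between terbium anti-His antibody on MBNL1-His and streptavidin-XL665 on biotin-(CUG)12. Activity is normalized to buffer-only and uninhibited-complex controls.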
# GALK inh: blocks human galactokinase activity; Potency, µM (doses to about 57.5 µM), without a hit: at the top dose activity change, negative = inhibition, hits mostly inhibitors; 270,000 tested, 0.007% active; AID 1868; P51570; Purified GALK, Kinase-Glo residual ATP luminescence; note: potency is the fitted concentration of half-maximal effect; % is set by controls: 0 for no effect and ±100 for the full control effect
# Target sequence (P51570 whole entry, looked up): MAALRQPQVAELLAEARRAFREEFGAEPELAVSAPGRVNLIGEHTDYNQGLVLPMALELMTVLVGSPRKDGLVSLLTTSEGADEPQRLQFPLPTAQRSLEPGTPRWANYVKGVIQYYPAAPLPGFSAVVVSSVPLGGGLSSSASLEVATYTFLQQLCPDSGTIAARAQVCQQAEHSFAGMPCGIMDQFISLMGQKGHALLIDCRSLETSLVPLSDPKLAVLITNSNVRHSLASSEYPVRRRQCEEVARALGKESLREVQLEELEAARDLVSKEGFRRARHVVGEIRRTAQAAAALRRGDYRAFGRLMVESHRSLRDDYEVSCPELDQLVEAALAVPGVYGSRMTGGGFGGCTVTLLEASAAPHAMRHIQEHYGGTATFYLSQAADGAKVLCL
#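 Compounds were pin-transferred into ATP buffer (35 uM final), then GALK plus galactose (5 nM, 100 uM final) was added. After 1 h at room temperature, Kinase-Glo Plus was added and luminescence read after 10 min.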
# The depositor's hits bear a star; ? = inconclusive; / = no result given; [ ] = another dose, or the depositor's remark. Unless noted, calls come from the whole dose curve; as a rule, active = well fitted curve in the direction sought with a large enough effect; inconclusive = small, poorly fitted or top-dose-only effect, or another doubt; inactive = no such curve, though single readings can be large; an effect the other way counts as inactive or inconclusive.
(1) Cc1ccc(C(=O)Nc2ccc3c(c2)OCCO3)c(C)c1
(2) COc1cccc(-c2noc(N)c2C#N)c1
(3) CC(C)(C)c1ccc(OC(=O)c2ccc3nsnc3c2)cc1
(4) CC(C)(C)OC(=O)N1CCN(C(=O)c2cccnc2Cl)CC1
(5) NS(=O)(=O)c1ccc(-c2ccc(/C=C3\NC(=S)NC3=O)o2)cc1
(6) Cc1ccc(Nc2c(-c3ccco3)nc3ccccn23)cc1
entry no.	1	2	3	4	5	6
KCNH2 3.1 block	14	1	-16	16	3	2
KCNH2 WT inh	15	9	15	/	-3	-3
a7 integrin act	11%	-18%[7.66 µM]	1%	45%	17%	-15%
TRPV1 agonist	21	-2	-5	-2	-4	-3
CXXC DNA block	-3%	11%	-10%	2%	77%[activator]	-6%
ASM inhibitor	1%	2%	-7%	7%	-12%	292%[activator]
A-T KAP1 phos	0%	2%	-4%	0%	-1%	/
FBPA coupling cs	-5	3	0	3	-18	5
MBNL1-CUG inh	-8%	-7%	1%	-2%	?	33%[activator]
GALK inh	8%	-1%	0%	-3%	/	-1%

(7) CC(=O)N1CCN(S(=O)(=O)c2cccc(C(=O)Nc3ccc4c(c3)CCC4)c2)CC1
(8) COc1ccc(S(=O)(=O)NC2CC2)cc1C(=O)N1CCOCC1
(9) C[n+]1cccc(CNC(=O)/C=N/O)c1
(10) Cc1ccc(NC(=O)Cn2cnc3cc([N+](=O)[O-])ccc3c2=O)cc1
(11) O=C(NNc1c(Cl)cccc1Cl)c1c(F)cccc1Cl
(12) FC(F)(Cl)c1nnc2ccc(Sc3ccccn3)nn12
entry no.	7	8	9	10	11	12
KCNH2 3.1 block	-12	5	15	-13	-7	3
KCNH2 WT inh	5	1	-1	-7	2	2
a7 integrin act	-13%	10%	0%	6%	1%	18%
TRPV1 agonist	-2	1	/	-4	/	-2
CXXC DNA block	1%	2%	-3%	5%	1%	12%
ASM inhibitor	-1%	2%	1%	9%	5%	-2%
A-T KAP1 phos	11%	-1%	-1%	-3%	-1%	2%
FBPA coupling cs	0	-4	3	3	-2	3
MBNL1-CUG inh	-17%	-3%	5%	?	/	4%
GALK inh	-6%	-1%	-4%	/	-4%	-2%

(13) CC(Sc1nnc(-c2ccncc2)n1C)C(=O)Nc1ccc(N2CCOCC2)cc1 (configuration not stated)
(14) CCN1CCCc2cc(CN(CCN3CCOCC3)C(=S)Nc3ccccc3OC)ccc21
(15) O=C(NNC1CC(=O)N(c2ccccc2)C1=O)c1ccc(COc2ccccc2Cl)o1 (configuration not stated)
(16) COc1ccc(C(=O)NCC(=O)OCc2ccc([N+](=O)[O-])cc2)cc1
(17) O=S(=O)(c1ccccc1)c1cnc(-c2ccccc2)nc1N1CCCCC1
(18) O=C(c1cccc(S(=O)(=O)N2CCCCCC2)c1)N1CCN(Cc2ccccc2)CC1
entry no.	13	14	15	16	17	18
KCNH2 3.1 block	24	9	-12	5	19	13
KCNH2 WT inh	-12	-17	14	16	-23	5
a7 integrin act	13%	?	-15%	12%	-46%[inhibitor]	14%
TRPV1 agonist	0	-3	0	1	19	/
CXXC DNA block	/	?	3%	22%	17%	/
ASM inhibitor	0%	1%	1%	-11%	-1%	1%
A-T KAP1 phos	4%	5%	7%	2%	-3%	/
FBPA coupling cs	/	-3	-1	-1	0	/
MBNL1-CUG inh	/	12%	/	?	-2%	/
GALK inh	/	-2%	-3%	0%	-2%	/

(19) c1ccc(-n2nnnc2-n2nnc3ccccc32)cc1
(20) CCN1CCN(C(=O)c2nn(-c3ccccc3)c(=O)c3ccccc23)CC1
(21) CCOC(=O)CNC(=O)CSc1nc(N(C)C)nc(N2CCOCC2)n1
(22) COc1ccc(Cl)cc1NC(=S)N1CCCCCC1
(23) COc1cccc(C2Nc3ccccc3C(=O)N2O)c1O (configuration not stated)
(24) CC(=O)C1=C(O)C(=O)N(c2ccc(O)cc2)C1c1ccccc1Cl (configuration not stated)
entry no.	19	20	21	22	23	24
KCNH2 3.1 block	-5	-1	0	0	1	5
KCNH2 WT inh	6	0	-2	7	2	5
a7 integrin act	-25%	9%	6%	25%	-18%	28%
TRPV1 agonist	2	1	-1	-1	0	1
CXXC DNA block	-4%	0%	-1%	-14%	-5%	13%
ASM inhibitor	-2%	-3%	3%	10%	-2%	2%
A-T KAP1 phos	9%	-3%	-7%	1%	2%	1%
FBPA coupling cs	-2	1	0	1	-4	2
MBNL1-CUG inh	2%	1%	-3%	-6%	2%	28%
GALK inh	-3%	-2%	0%	2%	-2%	0%

(25) COc1cccc2cc(-c3cc(=O)oc4cc(C)c(O)cc34)oc12
(26) COC(C)(C)[C@]12CC(O)(c3ccccc3)ON1[C@H]1CCCCC1N2O (some centres not stated)
(27) CCCSc1nc2c(c(=O)[nH]c(=O)n2C)n1CC(O)COc1ccccc1 (configuration not stated)
(28) COc1ccc(OC)c(C(c2nnnn2CCc2ccccc2)N2CCN(c3ccccc3)CC2)c1 (configuration not stated)
(29) Cc1ccc(C(=O)c2cc3ccccc3o2)cc1
(30) Cc1ccc(C(=O)Nc2cccc(C(=O)NCc3ccccc3)c2)cc1
entry no.	25	26	27	28	29	30
KCNH2 3.1 block	1	6	-3	-7	5	1
KCNH2 WT inh	-17	3	1	0	-2	-24
a7 integrin act	-14%	-7%	-19%	-14%	6%	-13%
TRPV1 agonist	-1	3	0	22	?	1
CXXC DNA block	6%	0%	3%	-4%	-10%	-5%
ASM inhibitor	-8%	-2%	0%	-2%	-2%	-5%
A-T KAP1 phos	3%	-1%	4%	5%	7%	-2%
FBPA coupling cs	/	1	3	-3	0	0
MBNL1-CUG inh	4%	2%	/	5%	29%	/
GALK inh	?	-1%	6%	0%	2%	1%

(31) Cc1cc(C(=O)N(NC(=O)C(C)C)c2ccccc2)cs1
(32) CCN1CCN(c2nc(-c3ccccn3)nc3ccccc23)CC1
(33) CCc1ccccc1N=Cc1c(C)c(C#N)c2[nH]c3ccccc3n2c1=O
(34) CCc1ccc(-c2nc(-c3ccncc3)no2)cc1
(35) CCOC(=O)CCc1c(C)c2ccc(OCc3ccc([N+](=O)[O-])cc3)cc2oc1=O
(36) COC(=O)N1CCN(c2ccc(OC)cc2)CC1
entry no.	31	32	33	34	35	36
KCNH2 3.1 block	-13	5	3	5	-3	-1
KCNH2 WT inh	0	11	-3	-13	-2	6
a7 integrin act	27%	-4%	15%	-1%	8%	21%
TRPV1 agonist	-3	-1	/	26	-1	3
CXXC DNA block	0%	?	/	0%	2%	0%
ASM inhibitor	1%	-1%	0%	11%	16%	3%
A-T KAP1 phos	0%	3%	/	9%	-4%	5%
FBPA coupling cs	3	2	/	1	3	-1
MBNL1-CUG inh	/	8%	/	-1%	0%	0%
GALK inh	11%	/	/	7%	3%	-1%

# Three entries from above, tab-delimited:
No.	Compound	KCNH2 3.1 block	KCNH2 WT inh	a7 integrin act	TRPV1 agonist	CXXC DNA block	ASM inhibitor	A-T KAP1 phos	FBPA coupling cs	MBNL1-CUG inh	GALK inh
32	CCN1CCN(c2nc(-c3ccccn3)nc3ccccc23)CC1	5	11	-4%	-1	?	-1%	3%	2	8%	/
11	O=C(NNc1c(Cl)cccc1Cl)c1c(F)cccc1Cl	-7	2	1%	/	1%	5%	-1%	-2	/	-4%
16	COc1ccc(C(=O)NCC(=O)OCc2ccc([N+](=O)[O-])cc2)cc1	5	16	12%	1	22%	-11%	2%	-1	?	0%

# (further entries)
(37) COc1ccc(CCNc2ccc(C(=O)O)cc2[N+](=O)[O-])cc1OC
(38) Cc1ccccc1NC(=S)N(Cc1cccnc1)Cc1ccco1
(39) CCOC(=O)c1ccc(S(=O)(=O)Nc2nc3cc(S(=O)(=O)NC4=NCCCCC4)ccc3s2)cc1
(40) C=CCNC(=O)c1onc(CSc2ccc(F)cc2)c1C(=O)NCCOC
(41) O=C(CN1C(=O)NC2(CCCC2)C1=O)N1CCc2ccccc2C1
entry no.	37	38	39	40	41
KCNH2 3.1 block	-7	0	28	11	5
KCNH2 WT inh	1	-11	8	11	2
a7 integrin act	-24%	-18%	0%	19%	-14%
TRPV1 agonist	3	-3	4	27	-3
CXXC DNA block	-6%	5%	-1%	0%	-2%
ASM inhibitor	0%	1%	-9%	-1%	0%
A-T KAP1 phos	-5%	0%	-12%	0%	-6%
FBPA coupling cs	4	1	15	-1	6
MBNL1-CUG inh	?	-4%	1%	-6%	/
GALK inh	0%	/	-2%	-1%	2%

# Assay outcomes as filed in PubChem.
